FAK blocker: blocks human focal adhesion kinase activity. 97,000 tested, 0.84% active. biochemical FAK kinase activity assay. Q05397. inhibition, %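 (tested at 7 µM)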; in the data active = inhibition above about 19%;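 note: 0% = DMSO and 100% = reference compound high control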
MT1-MMP txn act: MT1-MMP promoter transcription activation | activation factor at 10 µM | HT1080 MT1-MMP promoter luciferase reporter, luminescence, overnight; hits give high values | 86,000 tested, 0.16% active;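 active = activation factor of at least 2 for MT1-MMP transcription at 10 µM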
PLK1 PBD inh: inhibitors of human Plk1 polo box domain binding | Plk1 PBD phosphopeptide binding, fluorescence polarization | P53350 | inhibition, %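 (tested at about 20 µM)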 | 97,000 tested, 0.13% active; in the data active = inhibition above about 34%, passing the limit was not always enough
Target sequence (P53350 whole entry, looked up, the tested form may be a part): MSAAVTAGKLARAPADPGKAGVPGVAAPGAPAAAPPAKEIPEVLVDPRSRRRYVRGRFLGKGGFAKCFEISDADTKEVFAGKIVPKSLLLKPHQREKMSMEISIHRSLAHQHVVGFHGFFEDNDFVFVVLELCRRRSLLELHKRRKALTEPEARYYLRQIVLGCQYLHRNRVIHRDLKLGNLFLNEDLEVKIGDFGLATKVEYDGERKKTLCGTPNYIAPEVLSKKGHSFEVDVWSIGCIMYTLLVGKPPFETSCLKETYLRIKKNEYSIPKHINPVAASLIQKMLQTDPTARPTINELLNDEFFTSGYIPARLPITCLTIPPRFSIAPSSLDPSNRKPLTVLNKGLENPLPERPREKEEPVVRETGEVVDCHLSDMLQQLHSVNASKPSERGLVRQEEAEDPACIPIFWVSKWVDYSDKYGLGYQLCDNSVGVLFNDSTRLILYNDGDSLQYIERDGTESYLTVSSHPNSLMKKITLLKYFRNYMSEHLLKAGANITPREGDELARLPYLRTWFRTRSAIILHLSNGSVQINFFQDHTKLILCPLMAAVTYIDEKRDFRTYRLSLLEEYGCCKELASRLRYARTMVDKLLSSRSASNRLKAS
S1P2 agonist: S1P2 (human) receptor agonism; activation, % at 4.5 µM; 97,000 tested, 0.46% active; S1P2-expressing cell line, agonist reporter read-out; in the data active = activation above about 16%;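 note: 0% = vehicle low control and 100% = maximal reference agonist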
PLAP activator: activates human placental alkaline phosphatase; P05187; purified PLAP enzyme, luminescent substrate read-out; hits give high values; activation fold at 20 µM; 96,000 tested, 1.2% active; AID 696; in the data active = activation fold above about 2
S1P2 blocker: S1P2 (human) receptor antagonism | O95136 | cell-based S1P2 antagonist assay, inhibition at 5 uM | inhibition, % at 5 µM | 97,000 tested, 0.21% active; in the data active = inhibition above about 45%;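 note: CRE beta-lactamase reporter cells expressing human S1P2 stimulated with S1P; 0% = agonist at EC80 alone and 100% = agonist plus reference antagonist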
Rev-RRE block: disrupts HIV-1 Rev binding to RRE RNA; Rev peptide-RRE RNA binding, FRET; inhibition, % at 8 µM; 97,000 tested, 0.79% active; AID 704;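 active = inhibition above the screen-wide mean plus 3 SD, cut at about 35% in these data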;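 note: 0% = median DMSO wells and 100% = median Neomycin B control wells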
Target sequence (P05866 whole entry, looked up): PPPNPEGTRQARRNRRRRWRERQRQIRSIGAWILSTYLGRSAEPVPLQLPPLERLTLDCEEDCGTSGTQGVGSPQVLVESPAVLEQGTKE
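Test system – labelled RRE RNA duplex and labelled Rev peptide · Signal – fluorescein-to-Cy5 FRET, 480 nm excitation · Evaluation – % inhibition of FRET ratio versus controls · Benchmarks – DMSO low control, neomycin B high control · Incubation – 5 min RNA-compound premix plus 15 min binding step, 25 °C · Medium – HEPES pH 7.5 salt buffer with EDTA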
EphB4 ephrin blk: blocks human EphB4 binding to ephrin-B2. EphB4 LBD / TNYL-RAW-Alexa532 peptide, fluorescence polarization. AID 720. inhibition, % at 7 µM. P54760. 97,000 tested, 0.15% active;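 active = inhibition above the screen-wide mean inhibition plus 3 SD, cut at about 15% in these data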;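 note: 0% = DMSO wells and 100% = excess unlabeled TNYL-RAW peptide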
PLK1 kinase inh: PLK1 (human) kinase inhibition | recombinant PLK1 kinase, TR-FRET peptide phosphorylation | inhibition, % at 10 µM | 97,000 tested, 0.53% active;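 active = inhibition of 50% or more in the single-concentration screen; inactive = inhibition below 50%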;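 note: 0% = DMSO max control and 100% = H-89 dihydrochloride min control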
* marks the source's active call; other numbers are inactive results; . = not tested or not shown; [ ] = dose if it differs, or a comment.

SMILES | FAK blocker | MT1-MMP txn act | PLK1 PBD inh | S1P2 agonist | PLAP activator | S1P2 blocker | Rev-RRE block | EphB4 ephrin blk | PLK1 kinase inh
Cn1cc(CN2CCc3ccccc3C2)c2ccccc21 | 3 | 1.1 | -17 | -3 | 1.7 | 19 | 1 | -7 | 2
O=C(Nc1ccccc1C(=O)NCCCn1ccnc1)c1ccc(Cl)cc1Cl | 0 | 1.1 | -7 | -4 | . | -3 | 5 | 3 | -9
C=CCN1C(=O)C(CC(=O)Nc2ccc(C)cc2)SC1=Nc1c(C)n(C)n(-c2ccccc2)c1=O (stereo unspecified) | -1 | 1 | 8 | -4 | 2.1* | -14 | 7 | -1 | 0
CCC1(CC)NC(=S)N(Nc2ccccc2)C1=O | -1 | 1.2 | -27 | -2 | 0.9 | -27 | 6 | -3 | -11
COc1cccc(CN2C(=O)CN(C3CCCCC3)C(=O)C2c2ccc(F)cc2)c1 (stereo unspecified) | -2 | 1.2 | 9 | -4 | 0.9 | 25 | 12 | -7 | -8
O=C(NC1(C(F)(F)F)C(=O)Nc2c1c(=O)[nH]c(=O)n2Cc1ccco1)C1CCCCC1 (stereo unspecified) | -2 | 1.1 | -24 | -4 | 1 | 1 | 9 | -2 | 1
Cc1ccc(N2/C(=N/c3nc(C)cc(C)n3)NC(=O)CC2C(=O)O)cc1 (stereo unspecified) | 1 | 1.3 | -11 | -4 | 1.3 | -3 | 3 | 1 | -14
O=C(CSc1nnc(-c2ccc(Cl)cc2)n1Cc1ccco1)c1cccs1 | 7 | 1.2 | 19 | -4 | 1.1 | 17 | 6 | 4 | -5
Cc1cc(OC(C)C)nc(NCc2ccccc2)n1 | 4 | 1.1 | -17 | -1 | 0.9 | -4 | 9 | 3 | -1
COC(=O)C1=C(C)N(Cc2ccco2)C(=O)C1 | -9 | 1.2 | 1 | -4 | 1.6 | -1 | 2 | -7 | -7
Cc1cc(=O)oc2cc(OCC(=O)NCc3cccnc3)ccc12 | 0 | 1.1 | -6 | -3 | 0.9 | 10 | 5 | -1 | -13
Cc1cc(N2CCN(C)CC2)nc(N2CCOCC2)n1 | 2 | 1.2 | 1 | -2 | 1.1 | -34 | 4 | -10 | -15
CCS(=O)(=O)N1CCCC(C(=O)NCCCOC(C)C)C1 (stereo unspecified) | 0 | 1.2 | -42 | -2 | 0.9 | 1 | 11 | 0 | -7
CCCC12CN3CC(CCC)(CN(C1)C3C(O)C(O)C(O)CO)C2=O (stereo unspecified) | -2 | 1 | -22 | -4 | 1 | 7 | 5 | -6 | -8
Cn1c(C(=O)N2COCC2(C)C)cc2c(=O)n3ccccc3nc21 | 12 | 1.3 | 4 | 5 | 1 | 4 | 0 | -2 | 1
Cc1ccc(C)c(C(C)NC(=O)C2C3CCC(O3)C2C(=O)O)c1 (stereo unspecified) | -4 | 1.1 | 10 | -4 | 0.9 | -23 | 5 | -11 | -12
Cc1ccc(-c2noc(C3CCCN(C(=O)C4CCCCC4)C3)n2)o1 (stereo unspecified) | -2 | 1.3 | -9 | -4 | 1.4 | 13 | 6 | 5 | -8
CCC(OC(=O)CCc1nc2ccccc2[nH]c1=O)C(=O)c1ccccc1 (stereo unspecified) | -2 | 0.9 | 20 | -5 | 1.2 | 3 | 15 | 6 | -5
COc1ccc(C)cc1S(=O)(=O)N(CC(=O)O)c1ccc(F)cc1 | -1 | 1.2 | 15 | -5 | 1.3 | -2 | 2 | -2 | -10
COC(=O)COc1ccc(S(=O)(=O)N2CCc3ccccc3C2)cc1 | -3 | 1.1 | 15 | -3 | 1 | -8 | 2 | -6 | 2
Clc1ccccc1Cn1nnc2c(NCC3CC3)ncnc21 | 5 | 1.2 | -23 | -4 | 0.8 | -18 | 2 | -6 | -12
CN(C)/C=C(/C(=O)c1ccc(Cl)cc1Cl)S(=O)(=O)c1ccccc1 | -5 | . | 1 | -3 | 1.1 | 0 | 5 | 0 | -4
Cc1sc2ncnc(N(C)Cc3ccco3)c2c1C | 1 | 0.9 | -8 | -3 | 1.1 | -20 | -5 | 2 | -7
COCC(=O)Nc1ccc(-c2cn3cccnc3n2)cc1 | -3 | 1.3 | -11 | -4 | 1.2 | 14 | 6 | 0 | -19
Cn1nc(SCC(=O)O)sc1=S | 4 | 1 | -3 | -6 | 0.9 | 7 | 140*[fluorescence artefact?] | -2 | -7
CCCCNC(=O)c1ccccc1NS(=O)(=O)c1ccc2c(c1)OCCO2 | -4 | 1.2 | -16 | 0 | 1.2 | 9 | 5 | -6 | -6
COc1ccc(/C=N/NC(=O)C(=O)Nc2ccccn2)cc1OC | 0 | . | 4 | -1 | 1.9 | -4 | -2 | -5 | -6
CCc1c(O)nc(SCC(=O)N2CCOCC2)n(-c2ccccc2)c1=O | 0 | 1.1 | 10 | -5 | 1.1 | 7 | 5 | 0 | -6
c1ccc(Cn2nnnc2CN2CCN(Cc3ccc4c(c3)OCO4)CC2)cc1 | -3 | 1 | 4 | 0 | 1.3 | -8 | 7 | 4 | 0
O=C(NCc1cccs1)C1CCCN1S(=O)(=O)c1ccccc1F (stereo unspecified) | 0 | 1 | -26 | -5 | 1 | -5 | 3 | -5 | 12

Shown with the structure last: part of the list above.
FAK blocker | MT1-MMP txn act | PLK1 PBD inh | S1P2 agonist | PLAP activator | S1P2 blocker | Rev-RRE block | EphB4 ephrin blk | PLK1 kinase inh | structure
-1 | 1.2 | 15 | -5 | 1.3 | -2 | 2 | -2 | -10 | COc1ccc(C)cc1S(=O)(=O)N(CC(=O)O)c1ccc(F)cc1
-3 | 1.1 | 15 | -3 | 1 | -8 | 2 | -6 | 2 | COC(=O)COc1ccc(S(=O)(=O)N2CCc3ccccc3C2)cc1
5 | 1.2 | -23 | -4 | 0.8 | -18 | 2 | -6 | -12 | Clc1ccccc1Cn1nnc2c(NCC3CC3)ncnc21
-5 | . | 1 | -3 | 1.1 | 0 | 5 | 0 | -4 | CN(C)/C=C(/C(=O)c1ccc(Cl)cc1Cl)S(=O)(=O)c1ccccc1
1 | 0.9 | -8 | -3 | 1.1 | -20 | -5 | 2 | -7 | Cc1sc2ncnc(N(C)Cc3ccco3)c2c1C
-3 | 1.3 | -11 | -4 | 1.2 | 14 | 6 | 0 | -19 | COCC(=O)Nc1ccc(-c2cn3cccnc3n2)cc1
4 | 1 | -3 | -6 | 0.9 | 7 | 140*[fluorescence artefact?] | -2 | -7 | Cn1nc(SCC(=O)O)sc1=S
-4 | 1.2 | -16 | 0 | 1.2 | 9 | 5 | -6 | -6 | CCCCNC(=O)c1ccccc1NS(=O)(=O)c1ccc2c(c1)OCCO2
0 | . | 4 | -1 | 1.9 | -4 | -2 | -5 | -6 | COc1ccc(/C=N/NC(=O)C(=O)Nc2ccccn2)cc1OC
0 | 1.1 | 10 | -5 | 1.1 | 7 | 5 | 0 | -6 | CCc1c(O)nc(SCC(=O)N2CCOCC2)n(-c2ccccc2)c1=O
-3 | 1 | 4 | 0 | 1.3 | -8 | 7 | 4 | 0 | c1ccc(Cn2nnnc2CN2CCN(Cc3ccc4c(c3)OCO4)CC2)cc1
0 | 1 | -26 | -5 | 1 | -5 | 3 | -5 | 12 | O=C(NCc1cccs1)C1CCCN1S(=O)(=O)c1ccccc1F (stereo unspecified)

Following part:
SMILES | FAK blocker | MT1-MMP txn act | PLK1 PBD inh | S1P2 agonist | PLAP activator | S1P2 blocker | Rev-RRE block | EphB4 ephrin blk | PLK1 kinase inh
Cc1ccc(SCc2cn3c(C)csc3n2)cc1 | -2 | . | 1 | -2 | 1.6 | 8 | 9 | 6 | -2
CC(C)C(=O)Nc1ccccc1N1CCN(S(C)(=O)=O)CC1 | -1 | 1 | 2 | -3 | 1 | 12 | 8 | 1 | -10
COc1ccc(NC(C#N)c2ccc(OC)cc2)cc1 (stereo unspecified) | -1 | 1 | -14 | -2 | 1.1 | 7 | 6 | 3 | -11
CCCCNC(=O)Nc1cnn(CC)c1C(N)=O | -3 | 1.2 | 6 | -3 | 1.1 | -13 | 2 | -6 | 7
CCC(C)NC(=O)C1CCCCN1S(=O)(=O)c1ccc(F)cc1 (stereo unspecified) | 1 | 1.3 | -31 | 7 | 0.8 | -14 | 3 | 0 | -29
O=C(O)C1CC=C(Cl)CC1C(=O)NCc1ccccc1 (stereo unspecified) | -6 | 0.8 | -13 | -5 | 0.9 | 0 | 12 | -1 | -6
CS(=O)(=O)Nc1ccc(S(=O)(=O)NCCc2ccccc2)cc1 | 1 | 1.1 | -26 | -7 | 1.2 | -1 | 5 | 5 | -10
CCOc1ccc(CNC(=O)CCn2c(=O)oc3ccccc32)cc1OC | 2 | 1.2 | 5 | -8 | 0.8 | 0 | 9 | 1 | -6
Cc1cccc2cc(CN(Cc3ccco3)C(c3nnnn3CCc3ccccc3)C(C)C)c(=O)[nH]c12 (stereo unspecified) | -1 | 1.5 | -11 | -4 | 1.8 | 0 | -7 | -1 | -12
O=C(c1ccccc1)c1cccn1CC(=O)N1CCN(c2ccc(F)cc2)CC1 | -2 | 1 | -5 | -3 | 1.3 | 17 | 10 | 1 | -4
N#CC1=C(N)OC(c2ccccc2)=C(C#N)C1c1ccc2c(c1)OCO2 (stereo unspecified) | 5 | 1.1 | -24 | -2 | 0.8 | -1 | 11 | -9 | -2
Oc1ccccc1N=Nc1nc(-c2ccccc2)c(-c2ccccc2)[nH]1 | 5 | . | -26 | -3 | 1.5 | 9 | 12 | 9 | -11
O=C(NCCCN1CCCCC1)c1ccc2c(c1)NC(=O)C(N1CCOCC1)S2 (stereo unspecified) | -1 | 1.1 | -27 | -5 | 1.1 | 15 | 6 | 0 | -3
CC(C)(C)c1nc2ccccc2c(=O)n1N1C(=O)c2ccccc2C1=O | 0 | 1.2 | -2 | -3 | . | -19 | 12 | -7 | -10
CCn1c(NN)nc2sc3c(c2c1=O)CCC3 | -1 | 1.1 | 6 | 0 | 1.5 | -7 | 12 | 13 | -5
COC(=O)c1[nH]c2ccccc2c1NC(=O)CN1CCN(Cc2ccc3c(c2)OCO3)CC1 | -4 | 1.1 | -27 | -3 | 1.5 | 9 | 11 | -1 | -16
CCC(C)(C)NC(=O)CN(C(=O)c1snc(C(N)=O)c1N)c1ccc2c(c1)OCCO2 | 7 | 1.2 | 18 | -5 | 1.6 | 13 | 15 | 15 | -2
CCC(C)NC(=O)Nc1ccccc1C (stereo unspecified) | -1 | 1 | -2 | -2 | 1 | 14 | 5 | 3 | -2
CCOc1cc(C2C(C(=O)c3ccc(C)cc3)=C(C(=O)OC)Nc3nnnn32)ccc1O (stereo unspecified) | 0 | . | 9 | -2 | 1 | -32 | 3 | -1 | -33
CCCCCNCc1cccn1C | 0 | . | -10 | -1 | 0.8 | -3 | 11 | -3 | -11
Cc1cc(C)n2nc(SC3CCCCN(C(=O)c4ccc(F)cc4)C3=O)nc2n1 (stereo unspecified) | 9 | 1 | -15 | -4 | 1 | -1 | 12 | 19* | -9
Cc1nc(NCCc2ccccc2F)c(C#N)c(C)c1[N+](=O)[O-] | 0 | . | 3 | 3 | 0.9 | -28 | 16 | 5 | -20
COc1ccc2c(c1)Sc1ccccc1N2CCN(C)C | 2 | 0.4 | -4 | -3 | 1.5 | -5 | -6 | 0 | -10
C#CC[N+]1(CC#Cc2ccc(C#CC[N+]3(CC#C)CCOCC3)cc2)CCOCC1 | 13 | . | 3 | -3 | . | -22 | 0 | -3 | 0
